Screening data as filed in PubChem.
Xi reactivation – activators of inactive X chromosome reactivation, primary screen, imaging, XiGFP fibroblasts, GFP high-content imaging, set 2; XiGFP mouse fibroblasts, % GFP-positive cells imaging, 3 d; cells co-treated with 5-aza-dC sensitizer; scaled so ellipticine positive control = 100%; actives 0.055% (n = 360,000); activation, % at 7.58 µM; AID 743238, 2013;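 active = mean normalized replicate activation at least 10% and every replicate at or above 10%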;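 also: 0% = median of on-plate neutral control wells and 100% = ellipticine 6 µM median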
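Assay system: SV40-immortalized XiGFP fibroblast cells, line 68-5-11; buffer or medium: DMEM plus 5-aza-dC sensitizer; compound: one concentration, pinned; timing: compounds 3 days, fix/stain 15 min at room temperature; benchmarks: positive control ellipticine, 6 µM final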
ERAP1 HTS inh – human ERAP1 aminopeptidase inhibitors, primary screen, biochemical, single point, plate reader. AID 652197, 2013. actives 0.15% (n = 340,000). inhibition, % at 10.7 µM. Endoplasmic reticulum aminopeptidase 1 (Homo sapiens), Q9NZ08. recombinant ERAP1, Leu-AMC fluorescence, 60 min;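 active = mean replicate inhibition of at least 30%, or all replicates individually reaching that 30% level; inactive = mean below 30% and not every replicate reaching it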;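 also: 0% = neutral control wells and 100% = L-leucinethiol positive control wells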
Target sequence (Q9NZ08 whole entry, looked up): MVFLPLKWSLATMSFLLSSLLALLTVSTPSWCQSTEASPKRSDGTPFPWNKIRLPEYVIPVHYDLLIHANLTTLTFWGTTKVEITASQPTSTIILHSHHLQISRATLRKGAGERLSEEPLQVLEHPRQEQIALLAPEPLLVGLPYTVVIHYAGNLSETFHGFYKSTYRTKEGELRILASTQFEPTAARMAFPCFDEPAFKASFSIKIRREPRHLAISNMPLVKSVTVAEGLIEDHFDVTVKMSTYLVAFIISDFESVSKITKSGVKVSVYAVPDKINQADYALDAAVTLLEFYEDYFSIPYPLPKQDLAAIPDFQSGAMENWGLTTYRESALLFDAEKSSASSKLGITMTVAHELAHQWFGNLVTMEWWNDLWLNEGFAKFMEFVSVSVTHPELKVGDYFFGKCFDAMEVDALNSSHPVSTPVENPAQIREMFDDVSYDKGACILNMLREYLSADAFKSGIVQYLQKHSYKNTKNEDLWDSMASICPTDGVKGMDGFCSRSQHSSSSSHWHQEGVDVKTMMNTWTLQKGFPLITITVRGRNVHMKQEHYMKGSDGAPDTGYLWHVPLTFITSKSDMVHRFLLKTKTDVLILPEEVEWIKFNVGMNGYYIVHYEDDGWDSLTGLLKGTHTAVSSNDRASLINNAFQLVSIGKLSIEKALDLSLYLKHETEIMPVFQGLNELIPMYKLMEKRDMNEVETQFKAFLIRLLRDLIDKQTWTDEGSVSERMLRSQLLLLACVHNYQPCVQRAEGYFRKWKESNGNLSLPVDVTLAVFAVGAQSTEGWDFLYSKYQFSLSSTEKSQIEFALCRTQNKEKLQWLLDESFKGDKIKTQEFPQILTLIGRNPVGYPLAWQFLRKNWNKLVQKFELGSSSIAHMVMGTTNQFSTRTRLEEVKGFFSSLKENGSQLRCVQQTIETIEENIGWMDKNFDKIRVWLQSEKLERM
ARNT TACC3 PPI – disruptors of ARNT/TACC3 protein interaction, primary screen, biochemical, AlphaScreen, single concentration; inhibition, % at 9.99 µM; AlphaScreen His-ARNT PAS-B/GST-TACC3 binding, luminescence; TACC3 fragment carries E629A point mutation; actives 0.66% (n = 390,000);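 active = mean inhibition of replicates at least 50% and at least half of replicates each reaching 50%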;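 also: 0% = complete ARNT plus TACC3 wells and 100% = ARNT alone without TACC3; many hits fall short of the cut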
F508del corr – F508del CFTR correction, initial screen, CFBE line, single point | actives 0.36% (n = 350,000) | activity (quench increase), % at 7.58 µM | CFBE cells, YFP halide quenching; stimulated with forskolin plus potentiator P3; % fluorescence drop versus neutral controls;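 active = mean added fluorescence quench of at least 8% versus neutral control, with both replicates also reaching 8%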;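 also: cells transiently co-express mutant CFTR-F508del with the halide-sensitive YFP; corrector assay measuring rescue of mutant channel to the surface after 24 h compound exposure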
esBAF inh – Bmi1 luciferase reporter increase in mESCs, primary screen, esBAF inhibitor project, mouse ES cells, Bmi1 luciferase knock-in, single point; 24 h; 100% = twice the neutral-well signal; reporter increase, % at 12.5 µM; actives 2% (n = 350,000); AID 602393, 2012; in the data active = activation above about 40%;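 also: 0% = median of the plate's neutral control wells and 100% = double that signal; a rise in the Bmi1 reporter signal indicates esBAF inhibition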
RAD52 anneal inh – RAD52 DNA annealing inhibitors, primary screen, biochemical, FRET, single point, set 2. DNA repair protein RAD52 homolog (Homo sapiens), P43351. recombinant RAD52 DNA annealing, FRET fluorescence. inhibition, % at 18.7 µM. actives 0.46% (n = 360,000). AID 651710, 2012;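 active = every replicate showing at least 50% inhibition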
RAD54 branch – inhibitors of human RAD54 branch migration, primary screen, biochemical, fluorescence, single point. DNA repair and recombination protein RAD54-like (Homo sapiens), Q92698. RAD54 Holliday junction branch migration, FAM/BHQ fluorescence. inhibition, % at 10.4 µM. actives 0.14% (n = 360,000). AID 602329, 2012;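 active = mean normalized replicate activity at least 40 and at least half of replicates scoring 40 or more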;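 also: 0% = median of neutral control wells and 100% = median of positive control wells; inhibitors cause a drop in the FAM fluorescence signal; in these data hits start at about 50%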
GSIS activator – GLuc luminescence reporter in INS-1E cells, primary screen for activators of glucose-dependent secretion of insulin | INS-1E GLuc reporter insulin secretion, 2-3 h | activation, % at 16.6 µM | actives 0.61% (n = 370,000) | AID 743287, 2014;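 active = lowest replicate activation of at least 40%, so every replicate reaches that level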;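 also: 0% = median of neutral control wells and 100% = median of IBMX positive control wells; some compounds called inactive have numbers as strong as hits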
The depositor's hits bear a star; . = no result given; & = joins results of further samples.

No.	SMILES	Xi reactivation	ERAP1 HTS inh	ARNT TACC3 PPI	F508del corr	esBAF inh	RAD52 anneal inh	RAD54 branch	GSIS activator
1	CCN(CC)c1ccc(/C=N/N(c2ccccc2)c2ccccc2)c(O)c1	0.2	.	18	.	-16	.	0	-30
2	O=c1c2nnn(-c3ccccc3)c2ncn1C/C=C/c1ccccc1	-0.1	0	6	-4.1	-6	-13	10	-12
3	CN(CC(=O)Nc1ccccc1Br)C(=O)CN1CCN(Cc2cccc(Cl)c2)CC1	-0.1	-2	-1	0.3	-5	-13	-4	-16
4	C[C@H](CO)N1C[C@H](C)[C@H](CN(C)Cc2ccc(C(=O)O)cc2)Oc2c(NC(=O)Nc3ccc(C(F)(F)F)cc3)cccc2C1=O	-1.0	.	.	1.7	0	.	.	-3
5	O=C(CNC(=O)c1cncc(Br)c1)Nc1ccc(F)c(F)c1F	0.0	-3	0	0.5	-4	-10	1	-8
6	NC(=O)CC(NC(=O)c1ccccc1)c1ccc(NC2CCCCC2)c([N+](=O)[O-])c1 (stereo unspecified)	0.0	0	12	0.0	15	-22	2	7
7	CCC(=O)Nc1ccc2c(c1)C(=O)N(C)[C@@H]1CC[C@H](CC(=O)N3CCc4ccccc4C3)O[C@H]1CO2	0.2	1	-7	1.1	-1	-18	0	7
8	Cc1sc2c3ccsc3ccc2[n+]1C	0.0	23	1	-2.5	.	-7	.	-35
9	CS(=O)(=O)N1CCC(C(=O)Nc2cccc(Cl)c2)CC1	0.0	7	-5	-0.2	.	1	.	2
10	CCOC(=O)C1CCN(C(=O)CCCn2nc(CC)n3c(cc4occc43)c2=O)CC1	0.0	3	5	0.7	0	-11	-4	35
11	Cc1noc(C)c1S(=O)(=O)Nc1ccc2c(c1)C(=O)N([C@@H](C)CO)C[C@H](C)[C@H](CN(C)S(C)(=O)=O)OCCCC[C@@H](C)O2	0.1	-1	1	-1.2	1	4	-4	-11
12	O=C(Nc1nccs1)C(F)(F)C(F)(F)C(F)(F)C(=O)Nc1nccs1	-0.1	1	29	-0.9	.	-38	0	.
13	COc1ccc(NC(=O)CCCN2C(=O)C(c3ccccc3)Oc3cccnc32)cc1 (stereo unspecified)	0.0	0	-5	1.1	5	-12	10	11
14	CCn1cc(C(=O)O)c(=O)c2cnc(N3CCN(C(=S)NC(=O)c4ccc(F)c(F)c4)CC3)nc21	0.1	0	17	-0.9	2	-12	-6	6
15	Cc1cc(C)cc(NC(=O)Cn2nnc(C(=O)NCc3ccc(F)cc3)c2N)c1	0.0	-2	19	-1.4	-9	1	-1	20
16	CCN(CC)c1nc2c(c(=O)[nH]c(=O)n2C)n1CCCc1ccccc1	0.0	-1	-3	2.8	7	-5	4	50

Retrieved one by one from the list above (six):
No.	SMILES	Xi reactivation	ERAP1 HTS inh	ARNT TACC3 PPI	F508del corr	esBAF inh	RAD52 anneal inh	RAD54 branch	GSIS activator
16	CCN(CC)c1nc2c(c(=O)[nH]c(=O)n2C)n1CCCc1ccccc1	0.0	-1	-3	2.8	7	-5	4	50
10	CCOC(=O)C1CCN(C(=O)CCCn2nc(CC)n3c(cc4occc43)c2=O)CC1	0.0	3	5	0.7	0	-11	-4	35
11	Cc1noc(C)c1S(=O)(=O)Nc1ccc2c(c1)C(=O)N([C@@H](C)CO)C[C@H](C)[C@H](CN(C)S(C)(=O)=O)OCCCC[C@@H](C)O2	0.1	-1	1	-1.2	1	4	-4	-11
14	CCn1cc(C(=O)O)c(=O)c2cnc(N3CCN(C(=S)NC(=O)c4ccc(F)c(F)c4)CC3)nc21	0.1	0	17	-0.9	2	-12	-6	6
9	CS(=O)(=O)N1CCC(C(=O)Nc2cccc(Cl)c2)CC1	0.0	7	-5	-0.2	.	1	.	2
12	O=C(Nc1nccs1)C(F)(F)C(F)(F)C(F)(F)C(=O)Nc1nccs1	-0.1	1	29	-0.9	.	-38	0	.

Other compounds:
No.	SMILES	Xi reactivation	ERAP1 HTS inh	ARNT TACC3 PPI	F508del corr	esBAF inh	RAD52 anneal inh	RAD54 branch	GSIS activator
17	COc1cc(OC)c(NC(=O)C(=O)CC(=O)c2ccc(C)cc2C)cc1Cl	1.2	-4	13	0.0	.	-31	-2	50
18	Cc1nn(-c2ccccc2)nc1C(=O)NNC(=O)c1cccc2ccccc12	-0.1	0	3	-0.4	-3	-10	5	8
19	CS(=O)(=O)Nc1cccc(NC(=O)c2cccc3c(-c4cccc(C(N)=O)c4)coc23)c1	0.0	-1	.	1.4	37	6	-11	1
20	O=C(Nc1ccc2c(c1)[C@@H]1C[C@@H](CC(=O)N3CCCCC3)O[C@@H](CO)[C@@H]1O2)C1CCC1	0.1	1	-2	0.4	6	-3	-4	-1
21	O=C1CSCc2nc3ccccc3n21	0.0	-4	-15	4.4	.	-9	.	-6
22	COc1ccc(CN(C)C[C@H]2OCCCC[C@H](C)Oc3ccc(NC(=O)C4CCCCC4)cc3C(=O)N([C@@H](C)CO)C[C@H]2C)cc1	0.0	2	2	1.9	4	-17	-3	-27
23	Cc1ccc(C(=O)N2[C@@H]3CN(C)C(=O)[C@@]2(C)[C@H]2C(=O)N(C)C(=O)[C@@H]32)cc1	0.0	-3	20	1.9	-5	-35	-2	4
24	O=C(O)CNC(=O)/C=C/c1c(Cl)cccc1Cl	0.0	-3	-1	3.2	.	-7	.	8
25	CN1CCN(c2ccc(-c3ccc4ccccc4n3)cc2)CC1	0.0	-1	-8	-4.6	.	12	.	.
26	COc1ccc(CN2C[C@H](C)[C@@H](OC)CN(C)C(=O)c3cc(NC(=O)c4nc5ccccc5s4)ccc3OC[C@@H]2C)cc1	-0.1	0	15	-1.2	-2	-2	8	-12
27	CO[C@@H]1CN(C)C(=O)c2cc(NS(=O)(=O)c3ccccc3)ccc2OC[C@H](C)N(Cc2cccnc2)C[C@H]1C	0.0	0	1	-0.1	4	4	-7	-12
28	O=C(COc1ccc(Cl)cc1)Nc1ccccc1C(=O)NCc1ccco1	.	2	2	4.6	5	16	-9	0
29	CCCCNC(=O)C[C@@H]1C[C@@]2(C(=O)OC)CCCCC=C2N(Cc2ccco2)C1=O	-0.1	-1	.	-0.8	.	-7	.	.
30	CCC(C(=O)Nc1cc(C(=O)O)ccc1C)c1ccccc1 (stereo unspecified)	0.2	-4	-18	-0.9	.	-10	.	3
31	CCN1C(=O)/C(=C2/C=Cc3ccccc3N2CC)SC1=S	0.2	22	6	-1.7	0	-15	-11	-14
32	CCCOc1ccc(C2c3c(oc4cc(C)c(C)cc4c3=O)C(=O)N2CCCN(C)C)cc1OCC (stereo unspecified)	0.0	-1	2	-0.1	5	5	6	-18
33	CC(C)(Oc1ccc(Cl)cc1)C(=O)NCC1CCCO1 (stereo unspecified)	-0.2	0	-1	-0.7	-4	-4	-8	-3
34	CCOc1ccccc1NC(=O)CSc1cn[nH]n1	0.3	-2	-3	-2.2	1	-6	-1	11
35	COC(=O)c1c(C)[nH]c(/C=N/Nc2ccccc2)c1C	2.5	-1	2	-2.5	.	-7	-7	.
36	O=C(C1CCCC1)N1CCCCN2[C@@H](CO)[C@@H](c3ccc(C#CC4(O)CCCC4)cc3)[C@@H]2C1	.	4	1	-2.2	.	8	-8	.
37	Cc1ccc(C)c2c1N(Cc1ccccc1)C(=O)C21OCCO1	0.0	-1	-5	0.1	-7	7	1	-3
38	O=C(O)CC1c2ccccc2CCN1S(=O)(=O)c1ccc(F)cc1 (stereo unspecified)	0.4	2	.	1.2	8	-8	14	2
39	O=C(Nc1ccc(C(F)(F)F)cc1)N[C@H]1CC[C@H](CC(=O)N2CCCCC2)O[C@H]1CO	-0.3	6	9	3.7	-2	-2	5	-13
40	CNC[C@H]1OCCCC[C@@H](C)Oc2ccc(NS(=O)(=O)c3ccc(F)cc3)cc2C(=O)N([C@@H](C)CO)C[C@H]1C	0.1	.	.	-1.3	-3	.	.	-11
41	Cc1noc(C)c1C(=O)N(C)C[C@@H]1OCc2ccccc2-c2ccccc2C(=O)N([C@@H](C)CO)C[C@@H]1C	0.8	-6	4	-2.0	0	0	-1	2
42	C[C@@H]1CN([C@H](C)CO)C(=O)c2cccc(NS(=O)(=O)c3ccc(Cl)cc3)c2O[C@H]1CN(C)CC1CC1	0.3	0	24	2.8	-1	-7	2	11
43	Cc1cccc(OCC(=O)N2CCN(C(=O)c3ccco3)CC2)c1	0.0	-2	3	3.1	-2	0	.	-5
44	C#Cc1ccc([C@@H]2C=C(C(=O)OCC=C)O[C@H](OCC)[C@H]2CCCO)cc1	0.0	0&0	-4&-2	-5.7&-1.4	-4	6&-3	-15&1	-12
45	COc1ccc(S(=O)(=O)N2CCOCC2)cc1NC(=O)Cc1ccccc1Cl	-0.1	-4	1	.	-5	1	.	6
46	CN(CCOc1ccccc1)C(=S)Nc1ccc(OC(F)F)cc1	.	-3	13	-5.0	3	-14	3	-7
47	CC(C)(C)[C@@H]1COC(=O)[C@H](Cc2ccc(F)cc2)CC/C=C\C[C@H](CC(=O)N(CCO)Cc2ccccc2)C(=O)N1	0.0	0	-19	-2.5	9	-3	-2	-8
48	COc1ccccc1NC(=O)N1CC(=O)N2[C@H](CO)[C@@H](c3ccc(C#Cc4ccccc4)cc3)[C@@H]2C1	0.0	-1	.	-0.5	.	-9	.	-41
49	C[C@@H]1CCCCO[C@H](CN(C)C(=O)c2ccncc2)[C@@H](C)CN([C@H](C)CO)C(=O)c2cc(NS(=O)(=O)c3cn(C)cn3)ccc2O1	0.2	-1	-3	-1.5	0	8	-3	10
50	O=C(C[C@@H]1C[C@@H]2c3cc(NC(=O)c4cccnc4)ccc3O[C@@H]2[C@H](CO)O1)NC1CCCC1	0.1	3	.	0.5	.	-2	.	4
51	O=C(CSc1n[nH]c(=O)[nH]c1=O)Nc1c(Cl)cc(Cl)cc1Cl	0.1	1	-5	0.5	-4	-14	-2	.
52	O=C(C[C@@H]1CC[C@H](NC(=O)C2CC2)[C@@H](CO)O1)NCc1ccncc1	-0.1	1	-10	0.7	-4	2	-6	-4
53	Cc1ccc(CC(NC(=O)c2ccc(C)cc2)C(=O)O)cc1 (stereo unspecified)	-0.1	-1	-3	0.4	-1	-15	-15	30
54	CN(C)S(=O)(=O)c1cc(NC(=O)COC(=O)C2CSC3(C)CCC(=O)N23)ccc1Cl (stereo unspecified)	0.4	1	-4	.	.	-8	2	-9
55	CCOC(=O)c1[nH]cnc1C(=O)N1CCN(C(=O)OC(C)(C)C)CC1	0.0	-3	5	-0.5	-2	1	5	6
56	C[C@H](CO)N1C[C@H](C)[C@@H](CN(C)CC2CCCCC2)OCCCC[C@H](C)Oc2ccc(NC(=O)Nc3ccccc3)cc2C1=O	0.0	-2	3	-2.6	5	20	5	-9
57	C[C@H]1CN([C@@H](C)CO)C(=O)c2cc(NC(=O)Nc3ccc4c(c3)OCO4)ccc2O[C@@H]1CN(C)Cc1ccncc1	-0.8	4	2	1.5	-11	15	-6	24
